MgcRacGAP inhibition: MgcRacGAP GTPase-activating activity inhibitors, confirmation, biochemical, ADP Hunter fluorescence. MgcRacGAP-stimulated Rac1 GTP hydrolysis, ADP Hunter fluorescence; higher % means a stronger effect; GST-tagged Rac1 F28L mutant substrate. one-dose inhibition, % at 30 µM; IC50 in µM for titrated hits. 340,000 compounds, 0.6% hits. AID 624330;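 active means first-screen hits whose inhibition reached a set limit at any dose in the follow-up dose series; inconclusive means inhibition above the set first-screen limit but never retested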;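 further: fluorescence reports GDP produced by GAP-driven GTP hydrolysis; strong numbers were not always called active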
NS5 inhibitors: Dengue-2 NS5 methyltransferase inhibitors, primary screen, biochemical, confirmation dose response (AID 588689). inhibition, % at 25 µM, or IC50 in µM where a hit was titrated. Dengue-2 NS5 methyltransferase capping enzyme assay, biochemical; higher % means a stronger effect. 340,000 compounds, 0.3% hits; in the data active means a potency from the dose series; inconclusive means inhibition above about 29% without an active follow-up result
Salmonella PhoP GFP: inhibitors of PhoP regulon expression, primary screen, Salmonella Typhimurium, GFP reporter (AID 1863); S. Typhimurium PhoP-regulated promoter GFP reporter, 4 h; higher % means a stronger effect; 300,000 compounds, 0.16% hits; one-dose inhibition, % at 50 µM; IC50 in µM for titrated hits;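 active means inhibition over 29.93%, a cutoff 3 SD above the screen mean, later confirmed by dose response; inconclusive means inhibition over 29.93% but no dose response follow-up; inactive means inhibition at most 29.93% or unconfirmed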;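 further: 0% = low Mg2+ inducing control and 100% = high Mg2+ repressing control; strong numbers were not always called active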
RSV CPE inhibition: RSV antiviral activity via CPE protection, HEp-2 cells, primary 10 µM value included (AID 2391). HEp-2 cells, RSV-induced CPE inhibition; higher % means a stronger effect. CPE inhibition, % at 10 µM, or IC50 in µM where a hit was titrated. 310,000 compounds, 0.13% hits; in the data active means a potency from the dose series; inconclusive means CPE inhibition mostly from about 23% at the one dose, without a potency; inactive means the rest, 99 in 100 with CPE inhibition below about 21%; further: strong numbers were not always called active
UTI89 phage lysis: inhibition of K1F phage lysis, E. coli UTI89, bacterial capsule biogenesis inhibitors, alamar blue (AID 488966). E. coli UTI89 K1F phage lysis, alamar blue, 2 h; higher % means a stronger effect. one-dose inhibition, % at 100 µM; IC50 in µM for titrated hits. 340,000 compounds, 0.02% hits;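 active means phage lysis inhibition, versus mean bacterial control, above a set limit; inconclusive means no clear call, values can overlap the other calls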;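 further: capsule biogenesis inhibitors block K1F phage lysis so surviving cells raise fluorescence; higher fluorescence means more inhibition of phage lysis; actives were called in the ten point dose series up to 300 µM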
SV40 large T antigen: TAg ATPase/helicase activity blockers – biochemical (AID 1903); SV40 large T antigen ATPase/helicase inhibition assay; higher % means a stronger effect; inhibition, % at 20 µM; hits with a dose series show IC50 in µM; 310,000 compounds, 0.39% hits; in the data active means a potency from the dose series; inconclusive means inhibition mostly from about 32% at the one dose, without a potency; inactive means the rest, 99 in 100 with inhibition below about 32%; further: strong numbers were not always called active
NTR1 agonist: NTR1-driven beta-arrestin-GFP spot formation – imaging, U2OS cells, high content, primary screen (AID 493036); activation, % at 20 µM; 330,000 compounds, 0.17% hits; P30989; agonist mode;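 active means activation at or above 40% of the spot to cytoplasm intensity ratio, with at least 20 cells analyzed; inconclusive means wells under 20 cells, flagged as cytotoxic or low count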;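 further: 0% = DMSO without peptide and 100% = 100 nM NTR1 peptide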
Target sequence (P30989 whole entry, looked up): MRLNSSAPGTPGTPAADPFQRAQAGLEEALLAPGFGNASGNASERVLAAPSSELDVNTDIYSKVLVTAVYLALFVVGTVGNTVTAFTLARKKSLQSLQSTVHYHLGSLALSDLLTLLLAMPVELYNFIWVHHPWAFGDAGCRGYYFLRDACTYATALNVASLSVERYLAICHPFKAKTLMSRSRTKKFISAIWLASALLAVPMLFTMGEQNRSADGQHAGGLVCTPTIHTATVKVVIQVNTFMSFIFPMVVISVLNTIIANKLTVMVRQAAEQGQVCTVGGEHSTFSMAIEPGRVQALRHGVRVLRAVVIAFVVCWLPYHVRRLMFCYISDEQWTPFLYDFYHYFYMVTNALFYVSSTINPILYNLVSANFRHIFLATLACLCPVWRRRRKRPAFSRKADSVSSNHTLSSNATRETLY
West Nile antiviral: West Nile virus antiviral activity, cell-based, CPE readout (AID 1621); West Nile virus-infected cells, CPE inhibition; higher % means a stronger effect; CPE inhibition, % at 10 µM; hits with a dose series show IC50 in µM; 290,000 compounds, 0.02% hits; in the data active means a potency from the dose series; inconclusive means CPE inhibition mostly from about 3.7% at the one dose, without a potency; inactive means the rest, 99 in 100 with CPE inhibition below about 2.2%; further: strong numbers were not always called active
T cell modulator: T cell immune modulation candidate. 2C CD8+ T cell-vesicle binding, flow cytometry; active compounds read low. calls only at 7 µM. 330,000 compounds, 0.068% hits. AID 2052;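 active means response, share of CD8 T cells binding vesicles, and their 90th percentile fluorescence all below set limits, cut at about 80% in these data, passing the limit was not always enough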
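Also added: QL9-peptide-loaded Drosophila micro-vesicles bearing Ld, ICAM-1 and B7-1; Test system: purified 2C TCR transgenic mouse naive CD8+ T cells; Measured by: cytometric PE anti-B7-1 and Alexa647 anti-CD8 signals after 1% paraformaldehyde fixation; Timing: binding step 1.5 h, 37 °C, antibody labelling 20 min, ice.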
T cell modulator vesicle-bound %: also measured in T cell modulator; calls as there; double positive events, %; measured here: CD8+ vesicle-bound cell fraction;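 binding gate set so that unloaded-vesicle control wells show 10% double positive cells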
NTR1 agonist cell count 20 µM: further read-out of NTR1 agonist, marked with its call; cell count; measured here: cell count, cytotoxicity flag
Numbers without * were called inactive; i = inactive; u = inconclusive; x = no result given; [ ] = remark or other dose.

The line under a structure holds: MgcRacGAP inhibition	NS5 inhibitors	Salmonella PhoP GFP	RSV CPE inhibition	UTI89 phage lysis	SV40 large T antigen	NTR1 agonist	NTR1 agonist cell count 20 µM	West Nile antiviral	T cell modulator	T cell modulator vesicle-bound %
- CC(C)c1nc2sc3c(c2c(=O)n1N)CC(C)(C)OC3
  10%	-1%	-6%	-0.6%	-0.3%	26%	-0.9	41	-1.1%	i	60
- COc1ccc(C(=O)N2CCN(S(=O)(=O)c3ccc4c(c3)OCCO4)CC2)cc1OC
  9%	-7%	x	0.2%	-0.1%[50 µM]	x	-1.2	52	x	i	26
- Cc1cccc(-n2c(Cc3ccccc3)nnc2SCc2ccc([N+](=O)[O-])cc2)c1
  7%	-2%	19%	17%	1.9%	6%	1.4	29	-1.6%	i	37
- COc1ccccc1C(=O)NC(=O)CSc1ccc(C)c(C)c1
  5%	4%	x	x	-3.6%	x	1.1	51	x	i	18
- COc1cc(OC)cc(N2CC(C)(C)C2=O)c1
  x	x	-1%	0.1%	x	5%	0.3	91	0.1%	i	61
- CCOc1ccc(NC(=O)COC(=O)c2ccc3c(c2)OCO3)cc1
  9%	1%	x	0.0%	0.6%	x	0.1	50	x	i	34
- CC1CCc2c(sc3ncnc(SCC(=O)N(C)C4CCS(=O)(=O)C4)c23)C1 (centres undefined)
  4%	1%	x	x	0.4%[50 µM]	x	-3.6	17	x	i	27
- Cc1ccccc1OCc1nnc(SCC(=O)O)n1Cc1ccccc1
  7%	1%	5%	-0.8%	-1.1%	4%	-0.1	80	0.8%	i	57
- Cn1c(=O)c2c(SCC(N)=O)nc(CC(C)(C)C)nc2n(C)c1=O
  1%	-2%	8%	5.1%	8.3%	0%	3.7	64	0.2%	i	25
- Cc1cnc(C(=O)OCC(=O)N2CCc3ccccc3C2)cn1
  16%	-1%	-10%	3.1%	0.6%	1%	-0.8	30	0.4%	i	19
- Nc1cc(=O)[nH]c(=S)n1-c1ccccc1
  -1%	-5%	10%	2.5%	0.9%	11%	-0.9	92	0.5%	i	30
- COc1ccc(-n2c(=O)c3ccccc3n(CC(=O)Nc3cc(C)on3)c2=O)cc1OC
  3%	-5%	5%	1.5%	0.4%	7%	-1.1	44	0.2%	i	45
- CCOc1ccc(S(=O)(=O)N2CCC(C(=O)NCc3ccccn3)CC2)cc1
  6%	-4%	-3%	1.4%	0.2%	11%	-2.6	51	-1.0%	i	17
- CCCC(=O)N1CCc2cc(-c3nc(N)sc3C)ccc21
  21%	-6%	11%	1.4%	1.8%	26%	0.8	68	0.3%	i	16
- Cc1ccc(C(=O)NC2CCN(Cc3ccccc3)CC2)cc1S(=O)(=O)N1CCOCC1
  4%	-7%	-3%	0.3%	1.2%[50 µM]	15%	-0.7	60	x	i	56
- O=C(CCc1ccccc1Cl)Nc1ccc(S(=O)(=O)Nc2nccs2)cc1
  3%	2%	x	x	0.6%[50 µM]	x	1.9	42	x	x	x
- Cc1c(Cl)cccc1NC(=S)N(C)CCC#N
  0%	-6%	-1%	0.2%	0.1%	3%	-0.3	34	x	i	56
- CC(=O)Nc1ccc2nc(NC(=O)COc3ccccc3C)sc2c1
  10%	-4%	-11%	0.5%	0.4%	4%	-2.4	56	-0.3%	i	43
- CCc1ccc(NC(=O)c2ccnc(C(C)(C)C)c2)cc1
  8%	2%	-14%	-0.3%	5.4%	13%	-0.7	74	-0.3%	i	60
- CN(CC(=O)Nc1ccccc1Br)C(=O)CNC(=O)Cc1cccc2ccccc12
  8%	-5%	-4%	1.8%	0.1%	10%	0.6	56	-0.7%	i	11

4 of these compounds, reformatted.
Molecule: Nc1cc(=O)[nH]c(=S)n1-c1ccccc1
  MgcRacGAP inhibition: -1%
  NS5 inhibitors: -5%
  Salmonella PhoP GFP: 10%
  RSV CPE inhibition: 2.5%
  UTI89 phage lysis: 0.9%
  SV40 large T antigen: 11%
  NTR1 agonist: -0.9
  NTR1 agonist cell count 20 µM: 92
  West Nile antiviral: 0.5%
  T cell modulator: i
  T cell modulator vesicle-bound %: 30
Molecule: COc1ccc(-n2c(=O)c3ccccc3n(CC(=O)Nc3cc(C)on3)c2=O)cc1OC
  MgcRacGAP inhibition: 3%
  NS5 inhibitors: -5%
  Salmonella PhoP GFP: 5%
  RSV CPE inhibition: 1.5%
  UTI89 phage lysis: 0.4%
  SV40 large T antigen: 7%
  NTR1 agonist: -1.1
  NTR1 agonist cell count 20 µM: 44
  West Nile antiviral: 0.2%
  T cell modulator: i
  T cell modulator vesicle-bound %: 45
Molecule: CCOc1ccc(S(=O)(=O)N2CCC(C(=O)NCc3ccccn3)CC2)cc1
  MgcRacGAP inhibition: 6%
  NS5 inhibitors: -4%
  Salmonella PhoP GFP: -3%
  RSV CPE inhibition: 1.4%
  UTI89 phage lysis: 0.2%
  SV40 large T antigen: 11%
  NTR1 agonist: -2.6
  NTR1 agonist cell count 20 µM: 51
  West Nile antiviral: -1.0%
  T cell modulator: i
  T cell modulator vesicle-bound %: 17
Molecule: CCCC(=O)N1CCc2cc(-c3nc(N)sc3C)ccc21
  MgcRacGAP inhibition: 21%
  NS5 inhibitors: -6%
  Salmonella PhoP GFP: 11%
  RSV CPE inhibition: 1.4%
  UTI89 phage lysis: 1.8%
  SV40 large T antigen: 26%
  NTR1 agonist: 0.8
  NTR1 agonist cell count 20 µM: 68
  West Nile antiviral: 0.3%
  T cell modulator: i
  T cell modulator vesicle-bound %: 16

Other results.
The line under a structure holds: MgcRacGAP inhibition	NS5 inhibitors	Salmonella PhoP GFP	RSV CPE inhibition	UTI89 phage lysis	SV40 large T antigen	NTR1 agonist	NTR1 agonist cell count 20 µM	West Nile antiviral	T cell modulator	T cell modulator vesicle-bound %
- Cc1ccc(Cl)cc1NC(=O)Nc1cccs1
  4%	7%	-3%	15%	-0.6%	6%	-0.6	85	-0.7%	i	61
- Cc1ccc(NC(=S)Nc2nc(CC(=O)Nc3ccccc3)cs2)cc1
  8%	-4%	-5%	4.8%	0.4%	11%	4.3	93	-0.9%	i	27
- N#Cc1nc(-c2ccccc2Cl)oc1N1CCOCC1
  2%	1%	0%	0.6%	0.5%	7%	0.8	51	0.2%	i	22
- COc1ccc(/C=C(\NC(=O)c2cccs2)C(=O)Nc2ccccc2C)cc1OC
  4%	-5%	-4%	2.0%	10%	-1%	1.4	34	-0.6%	i	4
- CC1CC2=C(NC(=S)NC2c2ccccc2F)/C(=C/c2ccccc2F)C1 (centres undefined)
  18%	33%	2%	u	-1.7%	12%	5.8	58	-0.5%	i	34
- O=C1CCC(C(=O)Nc2cccc(S(=O)(=O)Nc3ccccc3F)c2)=NN1
  21%	-6%	x	x	-0.4%	x	3.5	51	x	i	21
- CCOc1ccc(OCC(=O)Nc2c3c(nn2C(C)(C)C)CS(=O)(=O)C3)cc1
  4%	3%	0%	1.0%	0.0%	1%	-0.7	64	-0.2%	i	18
- CSc1nc(O)c(C(c2ccc(O)cc2)c2c(O)nc(SC)[nH]c2=O)c(=O)[nH]1
  23%	47µM*	0%	1.1%	-0.2%	19%	0.9	45	0.6%	i	64
- CN(C)CCNC(=O)c1sc2cccc(F)c2c1Cl
  12%	1%	10%	-1.8%	0.3%	16%	-0.8	58	-0.5%	i	40
- COC(=O)C1CCCN1C(C(=O)NC1CCCCC1)c1ccc(Cl)cc1 (centres undefined)
  13%	2%	1%	-1.4%	-0.2%	22%	-1.3	77	x	i	51
- Cc1ccc(C)c2c(SC(C)C(=O)NCc3ccco3)nc(-c3ccccc3)nc12 (centres undefined)
  7%	-5%	2%	2.3%	-0.8%	11%	-0.1	49	0.4%	i	6
- O=C(O)c1sccc1Oc1ccc(NS(=O)(=O)c2cccc(F)c2)cc1
  6%	-6%	-34%	0.4%	0.3%	18%	0.4	85	0.8%	i	14
- Cc1ccc(C)c(NC(=O)CCC(=O)N/N=C2/CC(=O)CC(C)(C)C2)c1
  1%	4%	-6%	2.3%	-0.7%	5%	-0.2	44	0.2%	i	49
- N/C(=N\c1nc2c(c(=O)[nH]1)CCC2)Nc1ccccc1
  9%	-4%	22%	1.5%	0.0%	-11%	-0.4	81	-0.6%	i	60
- CC(=O)c1cccc(NC(=O)N2CCC(C(=O)c3ccc(F)cc3)CC2)c1
  6%	-1%	14%	8.6%	2.2%	-6%	0.2	61	-0.8%	i	34
- COc1ccc(C(=O)CCS(=O)(=O)c2ccc(C)cc2)cc1OC
  9%	-25%	9%	0.8%	-0.8%[50 µM]	33%	1.3	66	-1.6%	i	21
- CCc1ccc(NC(=O)c2ccc(Cn3cc([N+](=O)[O-])cn3)cc2)cc1
  7%	-1%	3%	2.2%	0.1%	6%	2.9	42	-0.8%	i	6
- O=C(COc1ccc(-c2nnco2)cc1)NC1CCS(=O)(=O)C1 (centres undefined)
  2%	-5%	x	x	0.8%[50 µM]	x	-0.3	51	x	i	4
- C/C(=N\NC(=O)c1nnn(-c2nonc2N)c1CN1CCc2ccccc21)c1ccccc1O
  4%	-2%	-3%	-2.0%	0.1%	4%	4.2	54	u	i	45
- Cc1cnc(C(=O)OCC(=O)Nc2ccc(Cl)cc2)cn1
  1%	-1%	-4%	-0.6%	0.0%	5%	0.3	43	x	i	20
- CCCCNC(=O)Nc1cnn(CC)c1C(N)=O
  5%	-2%	0%	0.6%	3.6%	11%	-0.8	91	0.9%	i	26
- COC(=O)N/N=C\c1cc(Br)ccc1OCc1ccccc1
  7%	-7%	0%	10%	0.3%	16%	-1.5	35	-0.8%	i	58
- CC1=C(C(=O)OC2CCCCC2)C(c2ccco2)n2ncnc2N1 (centres undefined)
  3%	-12%	-7%	-0.4%	5.7%	0%	5.2	46	0.5%	i	50
- Cn1ncc(Br)c1C(=O)NC(=S)N1CCN(c2ccccn2)CC1
  2%	-5%	0%	0.3%	-0.3%	6%	0.0	39	0.6%	i	18
- Cc1cc(OCc2nc(-c3ccncc3)no2)cc(C)c1Cl
  7%	-3%	6%	1.1%	0.3%	-2%	-1.1	79	-1.1%	i	50
- CN(C)c1nc(Oc2ccc(/C=N/O)cc2)nc(N(C)C)n1
  53%	-11%	-2%	1.7%	0.9%	6%	1.4	41	0.5%	i	32

From PubChem BioAssay
